# ALDH1A1 inh: inhibitors of human aldehyde dehydrogenase 1A1. P00352. Purified ALDH1A1, NADH fluorescence, propionaldehyde substrate. Potency, µM (doses to about 75.3 µM), for the others: at the top dose activity, negative = inhibition, hits mostly inhibitors. actives 7.3% (n = 220,000); active means well fitted inhibition curve with a large enough effect, not every such curve was filed as active; inconclusive means small, poorly fitted or top-dose-only effect, or another doubt; inactive means no such curve, though single readings can be large or run the other way;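 further: plate controls were no enzyme wells and a reference inhibitor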
# KinaseGlo FLuc: counter-screen: inhibitors of Kinase-Glo firefly luciferase; Q27757; Kinase-Glo luciferase, ATP luminescence, 8 min; Potency, µM (titrated, usually from 38.3 µM), for the others: at the top dose activity change, negative = inhibition, most hits filed as inhibitors; actives 0.28% (n = 200,000); AID 1379; further: on the % scale 0 is the no-effect control and ±100 the full control effect; nearly all actives have a fitted effect of over 60% in size
#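 Compound is pinned into ATP-containing buffer (10 uM ATP, imidazole pH 7.2, 7 mM MgCl2). Kinase-Glo luciferase reagent is then added. Light output is recorded following an 8-min room-temperature incubation.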
# SMN2 splice enh: increases expression of the SMN2 splice variant. HEK293 SMN2-luciferase splicing reporter, luminescence, 30-36 h. Potency, µM (doses to about 46.1 µM), inactives show at the top dose activity change, positive = activation, actives largely listed as activators. actives 2.8% (n = 210,000). AID 1458; further: % of control where 0% means no effect; nearly all actives have a fitted effect of over 55% in size
#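 HEK293 cells carry an SMN2 […]–luciferase reporter in which exon 7 inclusion puts luciferase in frame. Cells were plated 10-12 h before compound addition, then incubated 30-36 h at 37C. ONE-Glo luminescence was read; sodium butyrate at 4.5 mM final served as control.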
# KDM4E inh: JMJD2E (human) inhibition | JMJD2E catalytic domain, FDH-coupled NADH fluorescence (FDH is formaldehyde dehydrogenase) | AID 2147 | Potency, µM (series often up to 57.1 µM), for the others: at the top dose activity change, negative = inhibition, most hits filed as inhibitors | actives 1.6% (n = 230,000); active means well fitted inhibition curve with a large enough effect, not every such curve was filed as active; inconclusive means small, poorly fitted or top-dose-only effect, or another doubt; inactive means no such curve, though single readings can be large or run the other way;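 further: 0% = wells with enzyme and -100% = buffer wells without enzyme; nearly all actives have a fitted effect of over 50% in size; many of its hits are not listed in these tables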
# Target sequence (B2RXH2 1-337 limits assumed): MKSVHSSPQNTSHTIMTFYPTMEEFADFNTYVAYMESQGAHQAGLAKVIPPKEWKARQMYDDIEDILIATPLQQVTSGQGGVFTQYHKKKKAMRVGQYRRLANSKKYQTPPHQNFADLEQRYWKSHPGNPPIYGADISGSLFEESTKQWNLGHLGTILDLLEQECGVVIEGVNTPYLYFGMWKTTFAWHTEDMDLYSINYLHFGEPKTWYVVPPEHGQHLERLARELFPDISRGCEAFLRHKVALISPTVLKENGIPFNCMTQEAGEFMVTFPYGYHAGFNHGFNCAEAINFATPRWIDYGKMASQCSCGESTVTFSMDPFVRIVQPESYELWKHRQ
# LMNA splice mod: LMNA splicing modulation; HeLa LMNA splicing GFP/RFP minigene ratio, 48 h; Potency, µM (doses to about 46.1 µM), without a hit: top-dose ratio change, negative = inhibition, actives largely listed as inhibitors; actives 0.01% (n = 200,000); active means well fitted inhibition curve with a large enough effect in the signal ratio, with a control signal flat, not every such curve was filed as active; inconclusive means small, poorly fitted or top-dose-only effect, or effect the other way, or a change in a side signal; the % refers to the signal ratio; further: on the % scale 0 is the no-effect control and ±100 the full control effect
#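 S3 HeLa stable clones carrying a lamin A-EGFP splicing minigene plus DsRed2 were seeded at 600 cells/well in Opti-MEM with 2% FBS, pin-dosed and incubated 48 h at 37°C. Acumen cytometry (488 nm) gave the GFP/RFP total-intensity ratio.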
# RECQ1 inh: blocks DNA unwinding by human RECQ1 | RECQ1 DNA unwinding, red fluorescence kinetic read | Potency, µM (titrated, usually from 57.3 µM), for inactives: at the highest dose activity, negative = inhibition, actives largely listed as inhibitors | actives 0.54% (n = 240,000) | P46063;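 further: plate controls were vehicle for no effect and no enzyme for full effect; nearly all actives have a fitted effect of over 30% in size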
# Target sequence (P46063 whole entry, looked up): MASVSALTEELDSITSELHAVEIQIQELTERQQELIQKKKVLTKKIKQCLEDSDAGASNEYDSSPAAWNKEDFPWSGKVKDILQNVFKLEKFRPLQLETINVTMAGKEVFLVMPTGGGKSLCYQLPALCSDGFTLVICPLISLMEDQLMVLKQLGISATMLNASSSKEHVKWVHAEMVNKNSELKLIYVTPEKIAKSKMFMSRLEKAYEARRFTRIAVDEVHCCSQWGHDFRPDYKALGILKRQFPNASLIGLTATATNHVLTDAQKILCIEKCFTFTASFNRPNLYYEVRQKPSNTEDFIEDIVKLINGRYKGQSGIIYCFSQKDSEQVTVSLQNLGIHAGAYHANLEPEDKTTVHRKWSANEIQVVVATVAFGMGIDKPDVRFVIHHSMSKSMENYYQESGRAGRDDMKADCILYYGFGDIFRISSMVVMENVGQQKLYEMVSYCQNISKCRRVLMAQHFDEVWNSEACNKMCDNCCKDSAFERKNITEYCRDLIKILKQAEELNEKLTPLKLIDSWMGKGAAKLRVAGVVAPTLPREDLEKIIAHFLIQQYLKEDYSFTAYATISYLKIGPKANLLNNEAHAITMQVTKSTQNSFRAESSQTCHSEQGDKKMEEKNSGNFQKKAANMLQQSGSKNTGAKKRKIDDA
#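 50 nM RECQ1T1 preincubated 15 min with compound in Tris pH 8.0 buffer with MgCl2, DTT, Tween-20 and 2.5 ug/ml poly(dI-dC); started with 200 nM TAMRA/BHQ-2 forked duplex and 2 mM ATP. Unwinding read as fluorescence (525/598 nm), two reads 2 h apart.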
# Tau ThT inhib: inhibitors of human tau fibril formation, thioflavin T binding. Potency, µM (titrated, usually from 57.4 µM), for the others: top-dose activity, negative = inhibition, hits mostly inhibitors. P10636. actives 2.1% (n = 270,000). recombinant tau K18 P301L (four-repeat tau fragment), heparin-induced fibrillization, ThT fluorescence; further: on the % scale 0 is the no-effect control and ±100 the full control effect; nearly all actives have a fitted effect of over 55% in size
#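 Aggregation was driven by heparin (20 uM final) acting on recombinant tau […] bearing P301L in 100 mM sodium acetate pH 7; fibrils were detected with Thioflavin T.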
# L3MBTL1 inh: inhibitors of human L3MBTL1 | Potency, µM (doses to about 57.1 µM), for the others: at the top dose activity, negative = inhibition, hits mostly inhibitors | actives 0.66% (n = 230,000) | Q9Y468 | AlphaScreen L3MBTL1–H3K9me1 peptide binding; further: on the % scale 0 is the no-effect control and ±100 the full control effect; nearly all actives have a fitted effect of over 60% in size
#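 First, the protein-peptide complex forms for 30 min at room temperature (L3MBTL1 50 nM, biotinylated H3K9me1 peptide 75 nM). Next, compounds are pin-transferred and incubated 30 min. Finally, AlphaScreen beads are added and read after 30 min.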
# Starred values were filed as active, the others as inactive; i = inactive; u = inconclusive; x = not tested or not shown; [ ] = another dose, or the depositor's remark. Unless noted, the call rests on the fitted dose curve; in most records, active means well fitted curve in the direction sought with a large enough effect; inconclusive means small, poorly fitted or top-dose-only effect, or another doubt; inactive means no such curve, though single readings can be large; an effect the other way counts as inactive or inconclusive. Potency means the concentration at half of the fitted maximal effect. An excerpt; count on the stated rates, not on these rows.
SMILES,ALDH1A1 inh,KinaseGlo FLuc,SMN2 splice enh,KDM4E inh,LMNA splice mod,RECQ1 inh,Tau ThT inhib,L3MBTL1 inh
CC(C)Cn1c(SC(C)C(=O)Nc2ccc3c(c2)OCCO3)nc2ccccc2c1=O (configuration not stated),16µM*,11%,-34%[inhibitor],-4%,u,-19%,-8%,-5%
COCCCNC(=O)c1cccc2c(=O)c(C)c(-c3ccccc3)oc12,-6%,x,x,3%,-6%,-5%,-1%,-2%
CCOc1cccc(CNCCO)c1OCc1ccc(Cl)cc1,10%,5%,-14%,8%,-12%,-2%,-2%,13%
Nc1[nH]nc2nc(-c3ccccc3)[nH]c(=O)c12,7%,x,x,-19%,x,-14%,-19%,0%
O=C(c1cc(F)ccc1F)C1CCCN(C(=O)CCCN2CCCCC2=O)C1 (configuration not stated),u,-3%,x,-11%,x,-1%,-5%,-11%
CC(C)c1nc(-c2ccccn2)no1,12%,-5%,-5%,0%,-6%,-10%,-6%,3%
O=c1oc2ccccc2c(O)c1C=Nc1cccnc1,-3%,-7%,-2%,-26%,-15%[46 µM],i,-7%,-4%
CCOc1ccc(N(CC(=O)O)S(=O)(=O)c2cccnc2)cc1,12%,16%,-3%,3%,-2%,0%,-9%,x
O=C(COc1nsnc1N1CCOCC1)N/N=C/c1ccccc1O,u,-1%,-27%,u,u,-17%,-6%,-13%
CC(C)(C)c1ccc(C(=O)NNC(=O)Cc2cccc3ccccc23)cc1,0%,-9%,17%,-4%,9%,1%,-17%,x
CCN(C(=O)c1cc(Cl)ccc1OC)c1ccccc1C,-8%,4%,x,-4%,-10%,1%,-7%,-4%
O=C(CNc1cccc2ccccc12)N/N=C/c1cccc(Oc2ccccc2)c1,-8%,1%,-11%[1.84 µM],28µM*,-19%,-17%,u,-8%
Oc1cnc2ccccc2c1CN1CCOCC1,u,-1%,-24%,u,-6%,-1%,-16%,4%
N#Cc1cc2ccccc2nc1SCc1ccccn1,-7%,7%,11µM*,-13%,4%,-2%,16µM*,14%
O=C(Cn1c2c(sc1=O)C1c3ccccc3OCC1CS2)Nc1ccc(Cl)c(Cl)c1 (configuration not stated),25µM*,-1%,-38%[inhibitor],4%,u,-13%,-14%,-6%
COc1ccccc1CNC(=O)COC(=O)Cc1c(Cl)cccc1Cl,u,2%,7%,3%,7%,-7%,-6%,9%
O=C(CSc1nnc(NC(=O)c2ccco2)s1)NC1CCCC1,-2%,-5%,16%,-2%,6%,-3%,5%,-1%
CCc1ccccc1NC(=O)N1C2CCCC1CC(NC(=O)C(C)(C)C)C2 (configuration not stated),12%,-6%,-1%,9%,6%,-6%,10%,1%
Cc1ccnc(N2CCC(C(=O)NCc3ccc(F)cc3)CC2)n1,7%,2%,-7%,u,1%[46 µM],i,-1%,2%
COc1ccccc1OCCCC(=O)Nc1ccc(N2CCOCC2)cc1,-6%,0%,9%,-2%,x,i,u,22%
COCCCn1[nH]c2c3c(ccc2c1=O)C(=O)c1ccccc1C3=O,-9%,-8%,20%,-1%,1%,-9%,u,x
CC(C)(C)CC(=O)NC(=S)NCc1ccco1,4%,1%,-9%,-5%,-10%[46 µM],i,-5%,0%
O=c1c2cc(O)c(O)cc2oc2cc(O)c(C3OC(CO)C(O)C(O)C3O)c(O)c12 (configuration not stated),u,-10%,1%,u,x,-26%,-5%,3.2µM*
COc1ccc(-c2cc(-c3c(O)c(OC)c4occc4c3OC)[nH]n2)cc1,u,0%,-35%[inhibitor],u,u,-14%,11µM*,x

# In the list so far, these contain two or more sulfur atoms:
SMILES,ALDH1A1 inh,KinaseGlo FLuc,SMN2 splice enh,KDM4E inh,LMNA splice mod,RECQ1 inh,Tau ThT inhib,L3MBTL1 inh
O=C(Cn1c2c(sc1=O)C1c3ccccc3OCC1CS2)Nc1ccc(Cl)c(Cl)c1 (configuration not stated),25µM*,-1%,-38%[inhibitor],4%,u,-13%,-14%,-6%
O=C(CSc1nnc(NC(=O)c2ccco2)s1)NC1CCCC1,-2%,-5%,16%,-2%,6%,-3%,5%,-1%

# (cont.)
SMILES,ALDH1A1 inh,KinaseGlo FLuc,SMN2 splice enh,KDM4E inh,LMNA splice mod,RECQ1 inh,Tau ThT inhib,L3MBTL1 inh
c1cncc(-c2noc(-c3cccc4ccccc34)n2)c1,u,13%,8%,u,6%,-9%,u,x
CCc1nc(C)ccc1OCC(=O)N(CC)CC,-1%,8%,1%,u,9%,-9%,-21%,x
CCc1cccc(C)c1N(C(=O)Cn1c(COC)nc2ccccc21)C(C)COC (configuration not stated),5%,-1%,11%,3%,-2%,-11%,-4%,x
O=C(O)c1ccccc1OP(=O)(O)O,u,-3%,-1%,u,-7%,-4%,1%,x
Cc1ccc2c(c1)c1nnc(SCC(=O)N3CCN(c4ccc(F)cc4)CC3)nc1n2CC(=O)O,4%,4%,-4%,-3%,-7%,-14%,u,4%
O=C(Nc1ccc(N2C(=O)C3C4C=CC(C4)C3C2=O)cc1)Nc1nnc(C(F)(F)F)s1 (configuration not stated),-3%,1%,13%,4%,-4%,0%,-2%,x
CN(CC(=O)Nc1ccc(F)cc1)C(=O)CSc1nc2ncc(Cl)cc2[nH]1,13%,-4%,3%,1%,x,-1%,-9%,x
COc1cccc(C(=O)Cn2c(=N)n(C)c3ccccc32)c1,6%,3%,1.3µM*,12%,3%,-9%,u,0%
NCCCC[C@H](NC(=O)C1CCNCC1)c1nnc([C@@H](N)Cc2ccc(O)cc2)o1,-6%,x,x,8%,x,-11%,-13%,15%
O=C(Cc1ccccc1)NNC(=O)c1cnccn1,4%,2%,-2%,-12%,-11%,4%,2%,17%
COc1cccc(S(=O)(=O)Nc2ccc(C(=O)NCc3ccco3)cc2)c1,28µM*,3%,-3%,-8%,-11%,i,-8%,-16%
CC(=O)Nc1ccc(NC(=O)C2CC(=O)N(c3cccc(C)c3C)C2)cc1 (configuration not stated),u,8%,-4%,3%,3%,i,2%,-3%
OCCCNC(=S)Nc1ccc(Br)cc1Cl,-6%,x,x,4%,x,-1%,-13%,-2%
O=C(N/N=C1\CCCc2ccccc21)c1cccc(Br)c1,3%,-1%,u,8%,x,2%,u,x
CCc1c(C)nc2ncnn2c1NCCc1ccccc1,7%,1%,-48%[inhibitor],-2%,-23%,-3%,-7%,0%
FC(F)Sc1ccc(NC(=S)NC(c2ccccc2)c2ccccc2)cc1,u,2%,-66%[inhibitor],0%,x,-13%,13%,x
COc1ccc(CNS(=O)(=O)NCc2ccc(OC)c(OC)c2)cc1,4%,-1%,-34%[inhibitor],6%,3%[46 µM],-12%,-1%,-2%
CSCCC(=O)Nc1nc(-c2ccccn2)cs1,28µM*,-2%,5%,u,x,5%,u,x
Cc1n[nH]c(=O)nc1NC1CCCCC1,1%,1%,11%,1%,-1%,i,-10%,6%
Cc1cc(NC(=O)CSc2n[nH]c(N)n2)no1,7%,3%,12%,u,-19%[46 µM],-2%,13%,0%
Cc1c2ccccc2nc2c(F)c(NCCO)c(F)c(F)c12,u,-4%,25%,-3%,-10%,-4%,13µM*,-15%
COc1ccc(Cn2c(-c3ccc(OC)c(O)c3)nc3ccccc32)cc1O,6%,0%,-25%,u,x,10%,-3%,-15%
COc1cc2nc(N3CCN(C(=O)[C@@H]4CCCO4)CC3)nc(N)c2cc1OC,u,-10%[17.1 µM],-5%[20.6 µM],u,-4%,-1%[25.9 µM],x,x
CN(C)S(=O)(=O)c1ccc(S(=O)(=O)Nc2ccc3c(c2)oc2ccccc23)cc1,13µM*,-1%,-32%[inhibitor],-2%,u,-5%,12%,-3%
CCOCCNC(=O)c1ccccc1C(=O)NCCOCC,8%,-6%,-10%,-6%,2%,-7%,0%,-4%
C#CCSc1nncn1C(=O)/C=C/c1ccccc1,-4%,-3%,-6%,-10%,14%,-9%,u,4%
Cc1cccc(NC(=O)c2cnc3ccccn3c2=O)c1,7%,-15%,0.71µM*,14%,-11%,i,-4%,5%
CCCc1c(C)c2cccc(C)c2[nH]c1=O,-2%,-1%,-11%,-7%,-6%,-18%,-8%,6%
CC(C)c1onc(C(=O)Nc2sc3c(c2C#N)CCC3)c1[N+](=O)[O-],13µM*,2%,-5%,-9%,u,40µM*,u,x
COc1cccc(-n2c([S-])c(C(=O)Nc3ccc(C(F)(F)F)cc3)[n+]3ccccc23)c1,u,0%,-11%,u,-14%[46 µM],7%,-7%,41%[activator]
COC(=O)c1ccc(C(NC(=O)OCc2ccccc2)/C(=C/[C@@H](C)C(=O)NCc2ccc(S(C)(=O)=O)cc2)c2cccnc2)cc1 (some centres not stated),u,1%,-6%,-2%,x,i,2%,x
CNc1nc(CCN2C(=O)c3ccccc3C2=O)cs1,u,1%,3%,0%,-4%,-4%,-9%,2%
c1ccc(CCn2c(C3CC3)nc3ccccc32)cc1,5%,-4%,-27%,-4%,10%,-1%,-7%,x
CCOC(=O)C1CCN(C(=O)CSc2ccccc2Cl)CC1,u,-1%,3%,4%,6%[46 µM],-3%,-4%,6%
Nc1cc2c([N+](=O)[O-])cccc2o1,-11%,-4%,0%,-1%,u,-5%,u,-4%
Cc1ccc(C2Nc3ccccc3-c3nc4ccccc4n32)o1 (configuration not stated),u,-7%,11µM*,2%,u,-1%,u,-4%
Cc1cc(C(=O)OCC(=O)c2cccc([N+](=O)[O-])c2)c2ccccc2n1,-2%,4%,2%,-16%,-10%,0%,-6%,3%
CN(C)S(=O)(=O)c1ccc2c(c1)nc(CCC(=O)Nc1ccc(N3CCOCC3)cc1)n2C,-1%,0%,4%,-1%,x,12%,10%,u
N#Cc1ccc(CN2CCC3(CC2)CCN(C(=O)c2cnccn2)CC3)cc1,18%,0%,-6%,x,x,-6%,x,x
CN1CC[C@@]2(CCCN(C(=O)c3cccc(F)c3)C2)C1,3%,-5%,-1%,x,x,i,x,x
C=CCSc1nnc2n(CCc3ccccc3)c(=O)c3c4c(sc3n12)COC(C)(C)C4,5%,1%,-6%,6%,6%,-5%,-11%,x
